Assay outcomes: PubChem, Broad Institute
EWS-Fli inh: EWS/Fli-driven NR0B1 reporter inhibitors, primary screen, A673 cells, NR0B1 luciferase, luminescence, MLPCN library; 350,000 tested, 0.67% active; inhibition, % at 12.6 µM; viability-normalised;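 active = mean inhibition of at least 50% after viability correction, with every replicate also passing that limit; inconclusive = mean reaches 50% but only one of two replicates passes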;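 also: firefly luciferase signal divided by Alamar Blue viability fluorescence both relative to DMSO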
DENV2 CPE rescue: inhibitors of DENV2 cytopathic effect, primary screen, cell-based, plate reader, single concentration; DENV2-infected cells, cytopathic effect rescue; CPE inhibition, % at 9.99 µM; 350,000 tested, 1.7% active; AID 651640, 2012; in the data active = CPE inhibition above about 20%, passing the limit was not always enough; inconclusive = no clear call, values can overlap the other calls; tested in BHK-21 cells;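 also: 0% = median of neutral control wells and 100% = median of positive control wells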
ERp5 block: inhibitors of ERp5-driven insulin aggregation, primary screen, biochemical, turbidity, absorbance 650 nm, single point; 90 min; inhibition, % at 9.99 µM; AID 651711, 2012; 350,000 tested, 0.05% active; Protein disulfide-isomerase A6 (Homo sapiens), Q15084;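 active = mean replicate inhibition above about 25%, with every replicate also reaching it, limit read from the data, passing the limit was not always enough; inconclusive = only one of those two criteria met; inactive = neither criterion met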
Target sequence (Q15084 whole entry, looked up): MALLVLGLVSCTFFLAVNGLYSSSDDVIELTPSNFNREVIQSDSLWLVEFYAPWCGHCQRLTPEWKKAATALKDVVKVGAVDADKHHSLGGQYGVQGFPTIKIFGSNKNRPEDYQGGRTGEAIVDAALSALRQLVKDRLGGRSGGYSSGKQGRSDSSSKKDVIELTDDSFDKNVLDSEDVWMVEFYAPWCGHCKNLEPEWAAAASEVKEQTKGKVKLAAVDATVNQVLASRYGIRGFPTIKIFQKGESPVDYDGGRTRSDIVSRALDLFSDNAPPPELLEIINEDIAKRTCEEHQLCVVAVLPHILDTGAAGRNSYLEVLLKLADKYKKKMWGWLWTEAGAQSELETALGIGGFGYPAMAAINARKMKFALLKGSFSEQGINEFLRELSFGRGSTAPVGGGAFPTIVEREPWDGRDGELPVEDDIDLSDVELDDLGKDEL
CFTR F508del cor: F508del CFTR correction, initial screen, CFBE line, single point. 350,000 tested, 0.36% active. activity (quench increase), % at 7.58 µM. AID 720511, 2013. CFBE cells, YFP halide quenching; stimulated with forskolin plus potentiator P3; % fluorescence drop versus neutral controls;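 active = mean added fluorescence quench of at least 8% versus neutral control, with both replicates also reaching 8%; inconclusive = only one of the mean or replicate conditions met; inactive = mean below 8% and not both replicates reaching 8%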;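 also: cells transiently co-express mutant CFTR-F508del with the halide-sensitive YFP; corrector assay measuring rescue of mutant channel to the surface after 24 h compound exposure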
ARNT-TACC3 inh: disruptors of ARNT/TACC3 protein interaction, primary screen, biochemical, AlphaScreen, single concentration. Transforming acidic coiled-coil-containing protein 3 (Homo sapiens), Q9Y6A5. AlphaScreen His-ARNT PAS-B/GST-TACC3 binding, luminescence; TACC3 fragment carries E629A point mutation. inhibition, % at 9.99 µM. 390,000 tested, 0.66% active. AID 623870, 2012;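 active = mean inhibition of replicates at least 50% and at least half of replicates each reaching 50%; inconclusive = half or more replicates reach 50% but mean below 50%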;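 also: 0% = complete ARNT plus TACC3 wells and 100% = ARNT alone without TACC3; many hits fall short of the cut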
PAX8 reporter: inhibitors of PAX8-driven TPO luciferase reporter, primary screen, RMG-I cells, single concentration. SteadyGlo, 24 h. inhibition, % at 12.6 µM. 360,000 tested, 1.2% active;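 active = mean replicate inhibition at least 60% with every replicate also reaching 60%; inconclusive = only one of the two criteria is met; inactive = mean below 60% and not all replicates reaching 60%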;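 also: luciferase light reporting Pax8 driven TPO promoter activity; plate controls were median of neutral control wells for no effect and mitoxantrone controls for full effect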
Xi reactivation: activators of inactive X chromosome reactivation, primary screen, imaging, XiGFP fibroblasts, GFP high-content imaging, set 2; XiGFP mouse fibroblasts, % GFP-positive cells imaging, 3 d; cells co-treated with 5-aza-dC sensitizer; scaled so ellipticine positive control = 100%; AID 743238, 2013; activation, % at 7.58 µM; 360,000 tested, 0.055% active;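 active = mean normalized replicate activation at least 10% and every replicate at or above 10%; inconclusive = only one of the two criteria met; inactive = mean below 10% and not all replicates reach 10%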;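 also: 0% = median of on-plate neutral control wells and 100% = ellipticine 6 µM median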
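assay system = SV40-immortalized XiGFP fibroblast cells, line 68-5-11 | buffer or medium = DMEM plus 5-aza-dC sensitizer | doses = single-point pinned compound dosing | times = 3-day compound exposure, then 15 min fixation at room temperature | benchmarks = positive control ellipticine, 6 µM final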
GSIS activator: GLuc luminescence reporter in INS-1E cells, primary screen for activators of glucose-dependent secretion of insulin; activation, % at 16.6 µM; 370,000 tested, 0.61% active; INS-1E GLuc reporter insulin secretion, 2-3 h;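 active = lowest replicate activation of at least 40%, so every replicate reaches that level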;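 also: 0% = median of neutral control wells and 100% = median of IBMX positive control wells; some compounds called inactive have numbers as strong as hits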
* marks the source's active call; other numbers are inactive results. Hits appear at their usual frequency; overall some 4.2% were active at least once.

For Cc1nc(-c2cccc(Cl)c2)n[nH]1 the results were EWS-Fli inh -11, DENV2 CPE rescue 2, ERp5 block 1, CFTR F508del cor 2.8, ARNT-TACC3 inh -5, PAX8 reporter -41 and Xi reactivation 0.0.
`C[C@H]1CN([C@@H](C)CO)C(=O)c2cccc(NC(=O)Nc3ccccc3)c2O[C@@H]1CN(C)Cc1ccc(-c2ccccc2)cc1` gave EWS-Fli inh -10, DENV2 CPE rescue 0, ERp5 block -3, CFTR F508del cor -0.6, ARNT-TACC3 inh -3, PAX8 reporter -29, Xi reactivation -0.3 and GSIS activator -1.
Screening O=C(COC(=O)c1ccc(O)cc1)Nc1ccc2[nH]c(=O)[nH]c2c1 returned EWS-Fli inh 6, DENV2 CPE rescue 0, ERp5 block 2, CFTR F508del cor 2.4, ARNT-TACC3 inh -4, PAX8 reporter 8, Xi reactivation 0.1 and GSIS activator 23.
C[C@@H]1CN([C@H](C)CO)C(=O)Cc2cc(NS(=O)(=O)c3ccccc3)ccc2O[C@H]1CN(C)Cc1ccc2c(c1)OCO2 was read as EWS-Fli inh 1, DENV2 CPE rescue 10, ERp5 block -6, CFTR F508del cor 1.6, ARNT-TACC3 inh 2, PAX8 reporter -4, Xi reactivation 0.0 and GSIS activator -7.
CC(C)c1ccc(C2N3CC4([N+](=O)[O-])CN2CC([N+](=O)[O-])(C3)C4(C)C)cc1 (stereo not drawn) was read as EWS-Fli inh 5, DENV2 CPE rescue 9, ERp5 block -3, CFTR F508del cor -0.2, PAX8 reporter 13, Xi reactivation 0.0 and GSIS activator 5.
`O=C(C1CCC1)N1CC2(C1)[C@H](c1ccccc1)[C@H](CO)N2Cc1ccc(Cl)cc1` gave EWS-Fli inh -1, DENV2 CPE rescue 5, ERp5 block 2, CFTR F508del cor 0.5, Xi reactivation 0.0 and GSIS activator -9.
For CC(C)NC(=O)Nc1ccc2c(c1)C(=O)N([C@H](C)CO)C[C@@H](C)[C@@H](CN(C)S(=O)(=O)c1cccs1)OCCCC[C@H](C)O2 the results were EWS-Fli inh -4, DENV2 CPE rescue inconclusive, ERp5 block 1, CFTR F508del cor -0.9, ARNT-TACC3 inh -7, PAX8 reporter -13, Xi reactivation 0.0 and GSIS activator 15.
Cc1nc(SCc2ccccc2F)c2oc3ccccc3c2n1 was read as EWS-Fli inh -8, DENV2 CPE rescue inconclusive, ERp5 block -8, CFTR F508del cor 0.1, ARNT-TACC3 inh -6, PAX8 reporter -16, Xi reactivation 0.1 and GSIS activator 6.
`COc1ccc(CNC(=O)C2=CC(c3ccc(OC)c(OC)c3)=NS(=O)(=O)N2C)cc1` gave EWS-Fli inh 0, DENV2 CPE rescue 0, ERp5 block 1, CFTR F508del cor 0.5, ARNT-TACC3 inh 0, PAX8 reporter -9, Xi reactivation -0.3 and GSIS activator 2.
`CCCCC(=O)N(c1ccc(C(=O)O)cc1)c1nc(-c2ccc(Cl)cc2)c(CC)s1` gave EWS-Fli inh 7, DENV2 CPE rescue -2, ERp5 block 1, CFTR F508del cor 0.7, ARNT-TACC3 inh 4, PAX8 reporter -4, Xi reactivation 0.3 and GSIS activator 1.
Screening COc1ccc(CN2CC3(CCN(C(=O)C4CC4)CC3)c3c(n(C)c4cc(OC)ccc34)[C@@H]2CO)cc1 returned EWS-Fli inh 0, DENV2 CPE rescue -8, ERp5 block 2, CFTR F508del cor -1.0, PAX8 reporter 6, Xi reactivation -0.1 and GSIS activator -12.
Cc1noc(C)c1S(=O)(=O)Nc1cccc2c1O[C@H](CN(C)C(=O)NC(C)C)[C@H](C)CN([C@@H](C)CO)C2=O was read as EWS-Fli inh 0, DENV2 CPE rescue 88*, ERp5 block -3, CFTR F508del cor -1.8, ARNT-TACC3 inh -2, Xi reactivation 0.0 and GSIS activator 3.
CO[C@H]1CN(C)C(=O)c2cc(NS(C)(=O)=O)ccc2OC[C@H](C)N(CC2CC2)C[C@@H]1C was read as EWS-Fli inh -8, DENV2 CPE rescue 10, ERp5 block 3, CFTR F508del cor -1.1, ARNT-TACC3 inh 11, PAX8 reporter 2, Xi reactivation -0.2 and GSIS activator 12.
Screening CCC/C(O)=C1\C(=O)CCCC1=NCCc1c(C)[nH]c2ccc(OC)cc12 returned EWS-Fli inh -1, DENV2 CPE rescue -8, ERp5 block -5, CFTR F508del cor -0.4, ARNT-TACC3 inh -7, PAX8 reporter 12, Xi reactivation 0.3 and GSIS activator -11.
CC(NC(=S)NC1CCCCC1)C(c1ccccc1)N1CCOCC1 (stereo not drawn) was read as EWS-Fli inh -8, DENV2 CPE rescue 0, ERp5 block 5, CFTR F508del cor 2.0, PAX8 reporter -19, Xi reactivation 0.0 and GSIS activator -6.
`Cc1ccc(-c2csc3ncn(CC(=O)O)c(=O)c23)cc1C` gave EWS-Fli inh 9, DENV2 CPE rescue -1, ERp5 block 4, CFTR F508del cor -9.3, ARNT-TACC3 inh -3, PAX8 reporter -5, Xi reactivation 0.0 and GSIS activator -7.
Screening CN(C)CCN(Cc1ccccc1)C(=O)[C@H](Cc1ccccc1)N1C(=O)c2ccccc2C1=O returned EWS-Fli inh -2, DENV2 CPE rescue 2, ERp5 block 0, CFTR F508del cor 0.4, ARNT-TACC3 inh -4, PAX8 reporter 26, Xi reactivation 0.0 and GSIS activator 3.
Screening C/C(=N/NC(=O)c1ccco1)c1cccc(NC(=O)c2ccc(C)s2)c1 returned EWS-Fli inh -93, DENV2 CPE rescue 12, ERp5 block 3, CFTR F508del cor -1.0, ARNT-TACC3 inh 0, PAX8 reporter -100, Xi reactivation 0.1 and GSIS activator 12.
For CC(C)(Oc1ccc(Cl)cc1)C(=O)O/N=C(\N)c1ccncc1 the results were EWS-Fli inh 2, DENV2 CPE rescue -4, ERp5 block -6, CFTR F508del cor 2.2, ARNT-TACC3 inh -7, PAX8 reporter -12, Xi reactivation 0.0 and GSIS activator -24.
`O=C(Cn1nc(-c2ccccc2Cl)ccc1=O)Nc1ccc(Br)cc1` gave EWS-Fli inh -1, ERp5 block 0, CFTR F508del cor -4.0, ARNT-TACC3 inh -7, PAX8 reporter 7, Xi reactivation 0.0 and GSIS activator -8.
COc1cc(/C=C/C(=O)N2CCCc3ccccc32)cc(OC)c1OC was read as EWS-Fli inh 15, DENV2 CPE rescue 5, ERp5 block 3, ARNT-TACC3 inh -1, PAX8 reporter 8, Xi reactivation 0.2 and GSIS activator -5.
For COc1ccc(NC(=O)CNC(=O)Cc2cccc3ccccc23)c(OC)c1 the results were EWS-Fli inh 6, DENV2 CPE rescue 8, ERp5 block -1, CFTR F508del cor -1.7, ARNT-TACC3 inh 0, PAX8 reporter 11, Xi reactivation 0.2 and GSIS activator 6.
CCCNC(=O)[C@@H]1[C@@H](CO)[C@@H]2Cn3c(ccc(-c4ccc(F)cc4)c3=O)[C@@H]2N1CC was read as EWS-Fli inh 7, DENV2 CPE rescue 4, CFTR F508del cor 3.3, Xi reactivation 0.7 and GSIS activator 7.
Screening O=C(Cc1ccccc1)c1ccc(Cl)cc1 returned EWS-Fli inh -28, DENV2 CPE rescue 0, ERp5 block -6, CFTR F508del cor 0.3, ARNT-TACC3 inh -3, PAX8 reporter -36, Xi reactivation -0.1 and GSIS activator -15.
Screening O=C(N[C@@H]1CC[C@H](CCn2cc(C3(O)CCCC3)nn2)O[C@H]1CO)C1CC1 returned EWS-Fli inh 6, DENV2 CPE rescue inconclusive, ERp5 block -6, CFTR F508del cor 0.7, ARNT-TACC3 inh 3, PAX8 reporter 6, Xi reactivation -0.2 and GSIS activator -10.
For Cc1c(C)n(Cc2ccccc2)c2ccc(C(=O)OCCCN(C)C)cc12 the results were EWS-Fli inh 9, DENV2 CPE rescue -1, ERp5 block 5, CFTR F508del cor 2.7, ARNT-TACC3 inh 11, PAX8 reporter 10, Xi reactivation 0.0 and GSIS activator 3.
Screening COc1cccc(NC(=O)c2ccccc2Oc2ccccc2)c1 returned EWS-Fli inh 4, DENV2 CPE rescue 7, ERp5 block 2, CFTR F508del cor 1.9, ARNT-TACC3 inh -2, PAX8 reporter 21, Xi reactivation 0.0 and GSIS activator 9.
For CCCCCC1=NN2C(=O)CC(=O)N=C2S1 the results were EWS-Fli inh 8, DENV2 CPE rescue -3, ERp5 block -1, CFTR F508del cor -3.0, ARNT-TACC3 inh -4, PAX8 reporter 3, Xi reactivation -0.2 and GSIS activator -8.
For C[C@@H]1CN([C@@H](C)CO)C(=O)c2cc(NS(=O)(=O)c3cn(C)cn3)ccc2O[C@@H](C)CCCCO[C@H]1CN(C)C(=O)Nc1ccc2c(c1)OCO2 the results were EWS-Fli inh -2, DENV2 CPE rescue -7, ERp5 block -9, CFTR F508del cor -2.3, ARNT-TACC3 inh 2, Xi reactivation 0.1 and GSIS activator 5.
`CC(CNC(=O)c1cc(COc2c(F)cccc2F)on1)c1ccccc1` (stereo not drawn) gave EWS-Fli inh -6, DENV2 CPE rescue 2, ERp5 block -3, CFTR F508del cor 2.0, ARNT-TACC3 inh 6, PAX8 reporter -6, Xi reactivation 0.1 and GSIS activator 5.
Screening CCC(=O)Nc1ccc2c(c1)C(=O)N(C)C[C@@H](OC)[C@H](C)CN(C(=O)c1ccccn1)[C@H](C)CO2 returned EWS-Fli inh -4, DENV2 CPE rescue 43*, ERp5 block -5, CFTR F508del cor -3.1, ARNT-TACC3 inh -9, PAX8 reporter -9, Xi reactivation 0.0 and GSIS activator 10.
CCC(=O)N1CCc2cc(S(=O)(=O)CCC(=O)Nc3ccc(OC)cc3)ccc21 was read as DENV2 CPE rescue 0, ERp5 block -4, CFTR F508del cor -1.3, ARNT-TACC3 inh -5, PAX8 reporter -3, Xi reactivation 0.0 and GSIS activator 9.
For C[C@@H]1CCCCO[C@@H](CN(C)C(=O)Nc2ccc3c(c2)OCO3)[C@@H](C)CN([C@@H](C)CO)C(=O)c2cc(NC(=O)Nc3ccc(C(F)(F)F)cc3)ccc2O1 the results were EWS-Fli inh -8, DENV2 CPE rescue 16, CFTR F508del cor 5.5, Xi reactivation 0.0 and GSIS activator 15.
`COc1cccc(CNC(=O)CSc2nc(=O)n(Cc3ccncc3)c3c2CCC3)c1` gave EWS-Fli inh -5, DENV2 CPE rescue 0, ERp5 block -3, CFTR F508del cor 2.2, ARNT-TACC3 inh -1, PAX8 reporter 6, Xi reactivation 0.0 and GSIS activator 8.
CCOC(=O)N1CCC(N2CCN(Cc3ccc(F)c(F)c3)C(CCO)C2)CC1 (stereo not drawn) was read as EWS-Fli inh 3, DENV2 CPE rescue 1, ERp5 block -3, CFTR F508del cor -0.5, PAX8 reporter 1, Xi reactivation 0.1 and GSIS activator -3.
